High-throughput results from PubChem BioAssay.
Rpn11 block: blocks the human proteasome subunit Rpn11 | O00487 | human 26S proteasome, Ub4-pepOG fluorescence polarization; 20S core pre-blocked with epoxomicin | calls only at 20 µM | 360,000 tested, 0.59% active;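 active means inhibition at 20 µM, scaled to each plate's controls, above about 33%, limit read from the data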
E coli Lon inh: E. coli protease La inhibition | 360,000 tested, 0.42% active | AID 602123 | inhibition, % at 7.94 µM | purified E. coli Lon protease, fluorescence polarization; in the data active means inhibition above about 13%, passing the limit was not always enough;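 further: 0% = enzyme with probe and DMSO and 100% = no enzyme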
PABP1 MLLE inh: blocks PAM2 peptide binding to the PABP1 MLLE domain. P11940. GST-MLLE / FITC-PAM2 fluorescence polarization. inhibition, % at 20 µM. 360,000 tested, 0.36% active; in the data active means inhibition above about 35%, passing the limit was not always enough;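 further: plate controls were DMSO wells with GST-MLLE for no effect and wells lacking GST-MLLE protein for full effect; some results filed as inactive read as strong as hits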
MsrA inh: bovine MsrA inhibition. purified bovine MsrA, absorbance read-out. inhibition, % at 15.5 µM. 360,000 tested, 0.75% active. AID 651718; in the data active means inhibition above about 4.5%;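 further: 0% = vehicle wells with enzyme and 100% = reference inhibitor wells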
CSN deneddyl inh: blocks human CSN-mediated cullin deneddylation; 360,000 tested, 0.38% active; inhibition, % at 12.5 µM; Purified CSN, SCF-Nedd8-OG deneddylation, fluorescence polarization; Q92905;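 active means pattern-corrected inhibition above about 35%, with an unprinted fluorescence ratio check between 0.5 and 1.5, limit read from the data, passing the limit was not always enough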;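 further: 0% = enzyme with substrate and 100% = substrate without enzyme; some results filed as inactive read as strong as hits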
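Assay system: HEK293T-derived human Csn5 enzyme; quantity: 0.24 nM enzyme; medium: Tris/NaCl/DTT buffer, pH 7.5; also added: substrate SCFSkp2-Nedd8OG, 10 nM; doses: 12.5 µM compound; schedule: 90 min reaction at room temperature; signal: FP; read-out: % inhibition of substrate cleavage by Csn5; benchmarks: substrate-only high control, full reaction low control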
Rin1-Abl PPI inh: blocks binding of human Rin1 to Abl. inhibition, % at 7.35 µM. TR-FRET Rin1/Abl binding, biochemical. 360,000 tested, 0.4% active. AID 588664. P00519+Q13671; in the data active means inhibition above about 5%, passing the limit was not always enough
Target sequence (P00519 whole entry, looked up): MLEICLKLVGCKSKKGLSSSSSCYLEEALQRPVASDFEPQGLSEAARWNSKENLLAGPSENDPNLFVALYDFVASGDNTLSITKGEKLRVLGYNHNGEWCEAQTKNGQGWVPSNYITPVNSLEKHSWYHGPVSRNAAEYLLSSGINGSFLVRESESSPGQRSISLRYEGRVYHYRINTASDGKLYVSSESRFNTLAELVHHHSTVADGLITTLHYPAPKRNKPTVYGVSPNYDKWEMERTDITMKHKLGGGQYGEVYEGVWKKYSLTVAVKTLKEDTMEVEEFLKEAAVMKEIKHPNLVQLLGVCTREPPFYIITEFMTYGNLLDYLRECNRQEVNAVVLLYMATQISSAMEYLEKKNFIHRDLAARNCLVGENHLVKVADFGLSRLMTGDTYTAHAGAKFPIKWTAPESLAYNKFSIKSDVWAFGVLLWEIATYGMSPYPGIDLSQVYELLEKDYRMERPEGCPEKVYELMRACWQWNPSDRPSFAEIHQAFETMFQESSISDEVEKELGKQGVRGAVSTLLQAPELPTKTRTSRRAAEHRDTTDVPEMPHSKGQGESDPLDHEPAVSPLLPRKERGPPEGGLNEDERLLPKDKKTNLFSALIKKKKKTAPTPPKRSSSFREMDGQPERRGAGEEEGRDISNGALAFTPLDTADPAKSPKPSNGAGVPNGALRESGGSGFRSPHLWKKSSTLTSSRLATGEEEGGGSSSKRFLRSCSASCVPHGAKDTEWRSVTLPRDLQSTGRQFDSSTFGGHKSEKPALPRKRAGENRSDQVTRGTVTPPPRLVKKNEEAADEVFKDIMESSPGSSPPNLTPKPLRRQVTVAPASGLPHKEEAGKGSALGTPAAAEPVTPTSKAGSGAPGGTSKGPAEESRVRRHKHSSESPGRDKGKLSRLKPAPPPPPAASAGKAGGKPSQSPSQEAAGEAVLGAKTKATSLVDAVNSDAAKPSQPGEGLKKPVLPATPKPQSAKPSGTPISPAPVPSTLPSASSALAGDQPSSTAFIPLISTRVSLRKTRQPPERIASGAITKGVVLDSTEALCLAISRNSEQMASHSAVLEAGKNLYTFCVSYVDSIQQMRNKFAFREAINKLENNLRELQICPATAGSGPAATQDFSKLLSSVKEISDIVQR
Target sequence (Q13671 whole entry, looked up): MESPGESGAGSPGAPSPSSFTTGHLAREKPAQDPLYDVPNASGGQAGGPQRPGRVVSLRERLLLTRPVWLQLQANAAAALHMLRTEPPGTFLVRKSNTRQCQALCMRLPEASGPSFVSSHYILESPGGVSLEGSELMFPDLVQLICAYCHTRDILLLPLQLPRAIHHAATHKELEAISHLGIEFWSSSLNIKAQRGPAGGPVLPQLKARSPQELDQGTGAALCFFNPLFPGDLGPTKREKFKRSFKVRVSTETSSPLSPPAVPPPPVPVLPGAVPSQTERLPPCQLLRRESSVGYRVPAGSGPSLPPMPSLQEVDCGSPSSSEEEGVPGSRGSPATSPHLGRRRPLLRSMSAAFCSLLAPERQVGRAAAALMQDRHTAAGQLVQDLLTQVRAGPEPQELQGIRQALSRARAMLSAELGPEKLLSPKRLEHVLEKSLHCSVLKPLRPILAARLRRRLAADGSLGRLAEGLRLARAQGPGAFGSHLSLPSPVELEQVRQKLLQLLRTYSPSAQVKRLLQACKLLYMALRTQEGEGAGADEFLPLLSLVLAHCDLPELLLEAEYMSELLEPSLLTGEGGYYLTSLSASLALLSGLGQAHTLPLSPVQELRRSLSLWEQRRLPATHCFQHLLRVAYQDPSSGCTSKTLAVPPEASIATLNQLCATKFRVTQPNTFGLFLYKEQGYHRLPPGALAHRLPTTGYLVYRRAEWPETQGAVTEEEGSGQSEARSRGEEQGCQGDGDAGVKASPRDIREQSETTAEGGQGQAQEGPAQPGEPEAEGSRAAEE
FAS TE block: inhibitors of human fatty acid synthase thioesterase domain; inhibition, % at 15 µM; 360,000 tested, 0.67% active; recombinant FAS-TE, OMFH fluorogenic substrate, fluorescence endpoint; P49327;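 active means compounds whose normalised, plate-corrected inhibition of enzyme fluorescence in the single-dose primary screen is 50% or more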;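 further: 0% = DMSO with enzyme and 100% = substrate without enzyme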
MsrA act: activates bovine MsrA enzyme. purified bovine MsrA, absorbance read-out. activation, % at 10.6 µM. 360,000 tested, 0.3% active; in the data active means activation above about 7.5%;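 further: 0% = vehicle and 100% = reference activator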
MT1-MMP act inh: MT1-MMP (human) activation inhibition. HT1080 RFP-PRO-GFP cells, GFP/RFP ratio fluorescence, overnight; percent of plate control window, DMSO zero. GFP/RFP ratio change, % at 20 µM. 360,000 tested, 0.061% active. AID 651647;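 active means GFP/RFP ratio change of at least 30% with cell ATP level not reduced by more than half and red fluorescence within 50% of control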; further: strong numbers were not always called active
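Compound: 20 µM single dose, 1% DMSO / System: HT1080 RFP-PRO-GFP cells / Controls: DMSO and RFP-L50D-GFP cell wells / Read-out basis: GFP/RFP fluorescence ratio / Schedule: overnight compound exposure at 37 °C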
The depositor's hits bear a star; i = inactive; . = not tested or not shown; + = active, no number.

SMILES	Rpn11 block	E coli Lon inh	PABP1 MLLE inh	MsrA inh	CSN deneddyl inh	Rin1-Abl PPI inh	FAS TE block	MsrA act	MT1-MMP act inh
Cc1ccc(C2CC(=O)NC(SCC(N)=O)=C2C#N)s1 (stereo not given)	i	-7	18	-0.5	-3	2	-4	-15	2
Cc1cc(-c2ccccc2)nc2oc(C(=O)NN)c(N)c12	i	-23	-8	2.4	-7	-2	-5	-3	0
O=C1NC(=O)/C(=C/C(=O)N2CCOCC2)S1	i	-7	0	0.9	1	-1	-7	-4	0
CC1=C(C(=O)OCC(C)C)C(c2ccccc2Cl)NC(=O)N1C (stereo not given)	i	-2	-8	-1.2	3	1	5	0	-4
O=C(c1c(F)cccc1Cl)N(Cc1ccco1)C1CCS(=O)(=O)C1 (stereo not given)	i	-7	5	0.2	-5	1	-5	-3	0
CC1(C)CC(=O)C2=C(C1)OC(N)=C(C#N)C2c1cccs1 (stereo not given)	i	9	14	3.1	2	1	-6	-1	-2
Cn1c(SCc2cccc(C#N)c2)nc2ccccc2c1=O	i	-1	5	0.8	1	0	29	-5	-1
CC(=O)c1ccc(S(=O)(=O)N2CCc3ccccc3C2)cc1	i	-7	11	-1.2	-1	-2	15	-4	0
Oc1ccc2ccccc2c1CN1CCCC1	i	-11	2	0.1	4	-1	-5	-2	0
CN(O)C(=O)Nc1ccc([N+](=O)[O-])cc1	i	-3	4	3.2	0	1	-18	-4	3
CC1CCCCN1CCNC(=O)C1CCN(S(=O)(=O)c2cccc3nsnc23)CC1 (stereo not given)	i	-1	-14	1.6	0	-10	-7	-1	6
COc1cc2c(cc1OC)C(CSc1ccccc1C(=O)O)=NC(C)(C)C2	i	3	21	0.9	6	2	-4	-2	-5
C=CCN1C(=O)N(c2ccc(Cl)cc2)C(=O)C1CC(=O)Nc1ccc(F)cc1 (stereo not given)	i	9	8	0.8	10	0	8	1	0
COc1ccc(/C=C/C(=O)O/N=C(\N)c2ccccn2)cc1OC	i	-4	-2	4.8*	-1	-1	-4	-2	3
CCc1ccc(CN(C)C(=O)C2CCC(=O)N(CC3CCCCC3)C2)cc1 (stereo not given)	i	6	-12	-0.9	2	-5	7	-3	-4
Cc1nc2sc(C(N)=O)c(N)c2c(C)c1CC(=O)c1ccccc1	i	-1	23	2.2	2	-2	0	0	-8
O=C(CCCN1C(=O)c2cccc3cccc(c23)C1=O)N1CCN(Cc2ccc3c(c2)OCO3)CC1	i	-7	2	1.0	0	2	10	-4	0
O=C(Nc1ccc(NC(=S)NC(=O)C(c2ccccc2)c2ccccc2)cc1)c1ccccc1	i	1	10	3.9	0	-2	37	-4	-19
Cc1cc(Cl)ccc1OCC(=O)NCC(=O)N/N=C/c1ccco1	i	-2	-6	0.3	6	-2	-8	-3	5
O=C(Nc1c(-c2ccccc2)nc2ccccn12)c1cccc(F)c1	i	-3	-5	0.6	1	1	-4	-1	-6
CC(=O)c1sc(NC(=O)c2ccc(Br)o2)nc1C	i	1	4	5.6*	-4	12*	-4	-5	0
Cc1cc(Cl)ccc1NC(=O)/N=C1/NC(=O)CS1	i	-1	8	-0.3	-3	4	-3	-7	0
CCCn1c(N)c(C(=O)CN(C)CC(=O)Nc2ccc(C)cc2)c(=O)[nH]c1=O	i	-8	-2	-0.1	-2	-3	-4	-4	-1
Cc1[nH]c2ccccc2c1/C=N\NC(=O)c1ccccc1Cl	i	-3	-15	1.8	5	-1	-3	-3	1
C#CC[N+](CC)(CC)CC#Cc1ccccc1	i	1	6	-0.3	2	1	-7	-2	-5
O=C(Nc1ccccc1)OC1CCC2CC1CCC2OC(=O)Nc1ccccc1 (stereo not given)	i	2	0	0.1	4	0	16	0	-3
O=C(Nc1cccc2ccccc12)c1ccc2sc([C@@H]3O[C@H](CO)[C@@H](O)[C@H]3O)nc2c1	i	4	8	-0.8	1	-2	-13	-1	-1
CCOc1ccc(CCNC(=O)CCOc2cc(C)ccc2C)cc1OCC	i	-5	6	-1.7	4	-1	0	-1	-1
COc1cccc(-c2nc3ccc(O)cc3c(=O)o2)c1	i	-6	-5	1.7	7	3	3	-1	10
Cc1cc(C)c(NC(=O)CSc2ccc(-c3ccccn3)nn2)c(C)c1	i	-5	-9	-0.9	2	-2	-3	-4	3
CCN(CC)S(=O)(=O)c1ccc(N=NC2=C(O)CC(C)(C)CC2=O)cc1	i	3	14	1.1	-3	-5	-1	2	2
Cc1nnc(SCc2nc3ccccc3s2)n1-c1ccccc1	i	-20	-6	0.8	5	-1	-1	-1	-13
O=C(NCC1CCCO1)c1ccc(Br)s1 (stereo not given)	i	-7	0	-0.9	-2	-1	-2	-3	-4
CC(Oc1ccccc1)C(=O)N1CCN(c2ccc(N3CCOCC3)nn2)CC1 (stereo not given)	i	-4	-8	-0.1	7	6	-7	-6	4
O=C(CCCN1C(=O)/C(=C/c2cccs2)SC1=S)Nc1ccccn1	i	1	-4	1.0	6	2	12	-3	0
Cc1ccccc1NS(=O)(=O)c1ccc2c(c1)n(C)c(=O)n2C	i	-1	3	3.5	-9	1	-10	-4	6
CC(Oc1ccc(F)cc1)C(=O)Nc1ccc(N2CCOCC2)cc1N1CCOCC1 (stereo not given)	i	0	-3	-0.3	-2	-2	-5	-2	-3
Cc1cccc(NC(=O)CSc2nc3ccccc3o2)c1	i	-4	-1	1.1	-2	-1	6	-2	-2
CCN1C(C(=O)c2ccccc2)=C(Nc2ccccc2C)c2ccccc2S1(=O)=O	i	-3	-21	1.6	-9	1	21	-11	0
CC(C)c1cc(CN2CCOCC2)cc(C(C)C)c1O	i	-1	-12	0.4	4	-2	-2	-1	2
COC(=O)[C@]12CCCCC=C1N(Cc1ccccc1)C(=O)[C@H](CC(=O)N1CCCCC1)C2	.	-14	.	0.1	0	.	-3	-8	-2
COc1ccc(-n2c(SCC(=O)N3CCOCC3)nc3ccccc3c2=O)cc1	i	1	-11	1.1	-4	1	-6	-4	-3
CCNS(=O)(=O)c1ccc(CCC(N)=O)cc1	i	-12	15	0.5	-6	6	-8	-14	6
O=c1c2ccccc2c(-c2ccc(Cl)cc2)nn1-c1ccccc1	i	6	-9	0.0	3	1	16	-4	-8
O=C(CN1C(=O)CSC1=O)Nc1ccccc1F	i	-5	-4	-1.2	0	-1	-7	-7	-1

Laid out differently: two of the compounds above
mol,Rpn11 block,E coli Lon inh,PABP1 MLLE inh,MsrA inh,CSN deneddyl inh,Rin1-Abl PPI inh,FAS TE block,MsrA act,MT1-MMP act inh
Cc1ccccc1NS(=O)(=O)c1ccc2c(c1)n(C)c(=O)n2C,i,-1,3,3.5,-9,1,-10,-4,6
CC(Oc1ccc(F)cc1)C(=O)Nc1ccc(N2CCOCC2)cc1N1CCOCC1 (stereo not given),i,0,-3,-0.3,-2,-2,-5,-2,-3

Five compounds drawn at random from those above, as already listed:
SMILES	Rpn11 block	E coli Lon inh	PABP1 MLLE inh	MsrA inh	CSN deneddyl inh	Rin1-Abl PPI inh	FAS TE block	MsrA act	MT1-MMP act inh
Cc1cc(-c2ccccc2)nc2oc(C(=O)NN)c(N)c12	i	-23	-8	2.4	-7	-2	-5	-3	0
COc1ccc(/C=C/C(=O)O/N=C(\N)c2ccccn2)cc1OC	i	-4	-2	4.8*	-1	-1	-4	-2	3
O=C(CN1C(=O)CSC1=O)Nc1ccccc1F	i	-5	-4	-1.2	0	-1	-7	-7	-1
Cc1nc2sc(C(N)=O)c(N)c2c(C)c1CC(=O)c1ccccc1	i	-1	23	2.2	2	-2	0	0	-8
Cc1cc(Cl)ccc1NC(=O)/N=C1/NC(=O)CS1	i	-1	8	-0.3	-3	4	-3	-7	0

Following part.
SMILES	Rpn11 block	E coli Lon inh	PABP1 MLLE inh	MsrA inh	CSN deneddyl inh	Rin1-Abl PPI inh	FAS TE block	MsrA act	MT1-MMP act inh
CCOC(=O)[C@@H]1[C@H]2COc3cc(OC)ccc3[C@@H]2N2C(=O)N(c3ccc(C)cc3)C(=O)[C@@]12C	i	16	6	-1.7	-1	1	4	-10	0
OC[C@H]1O[C@H](OC[C@H]2O[C@H](OC[C@H]3O[C@H](O[C@]4(CO)O[C@H](CO)[C@@H](O)[C@@H]4O)[C@H](O)[C@@H](O)[C@@H]3O)[C@H](O)[C@@H](O)[C@H]2O)[C@H](O)[C@@H](O)[C@H]1O	i	-1	-7	-0.8	-4	-2	-4	0	0
CCCCCNc1nc(-c2ccccc2)nc(-n2ccnc2)n1	i	-5	22	0.5	-4	-3	-1	-3	-6
COCCN(C(=O)CNC(=O)c1ccco1)C(C(=O)NC1CCCC1)c1ccc(OC)c(OC)c1 (stereo not given)	i	-1	-6	-0.2	-1	0	-4	-3	-4
COc1ccc(OC)c(N=C(C)C2=C(O)COC2=O)c1	+	0	2	0.2	2	3	-2	-1	6
COc1cc(OC)cc(C(=O)N[C@H](C(=O)OCC(N)=O)C(C)C)c1	i	-10	0	-0.9	-6	-4	-8	-4	10
COc1ccc(C(=O)Nc2ccc(N3CCN(C(=O)c4ccccc4C)CC3)cc2)cc1	i	2	4	-1.1	5	4	0	-6	-2
CCC(=O)Nc1ccc(C(=O)CSc2nnc(-c3ccccc3F)n2CCc2ccccc2)cc1	i	-7	-96	-1.2	3	-3	10	-7	5
CCCCCCCCCCCC1N=C(N)NC(CCCO)=C1C(=O)OC (stereo not given)	+	-4	-8	-0.9	16	6	-147	-4	-8
CN(c1ccccc1)S(=O)(=O)c1cccc(NC(=O)Cc2n[nH]c(=O)c3ccccc23)c1	i	-14	-19	-1.2	-2	1	1	-4	3
O=C(O)C1CSC2(CCN(Cc3ccccc3)CC2)N1 (stereo not given)	i	-3	33	0.4	-3	-2	-6	8	-2
NS(=O)(=O)c1ccc(NC(=S)NNC(=O)c2ccc(Br)o2)cc1	i	-14	5	4.9*	-3	-4	-2	2	2
Cc1cnc(C(=O)OCC(=O)Nc2cccc(S(=O)(=O)N3CCCCC3)c2)cn1	i	-9	-3	0.5	-11	2	1	-1	-3
Cc1ccc(C)c(OC(=O)C2CSC3(C)CCC(=O)N23)c1C (stereo not given)	i	2	15	-0.4	-2	-1	-6	-6	2
CC1(C)CC1C(=O)Nc1ccc([N+](=O)[O-])cc1Br (stereo not given)	i	-3	11	-0.7	-3	5	2	-8	-2
O=C(Cn1ccc(NC(=O)OCc2ccccc2)nc1=O)NCCc1c[nH]c2ccccc12	i	-8	-6	-0.4	4	1	-10	-6	3
CCN1CCN(C(=O)c2ccc3c(c2)N(Cc2ccc(C)cc2)CCS3)CC1	i	-6	-13	2.2	-3	-3	0	0	-4
O=C1C=C(c2ccc3[nH]ccc3c2)CCC1	i	-5	-6	3.3	0	-4	-7	-5	2
CCN(C(=O)CN1C(=O)S/C(=C\c2ccc(Cl)cc2)C1=O)C1CCS(=O)(=O)C1 (stereo not given)	i	-6	29	0.2	2	0	3	-4	-3
CCOC(=O)C1CCN(c2cc(C)nc3cc(-c4cccc(F)c4)nn23)CC1	i	0	-5	-0.3	-6	-2	10	-2	2
O=C(c1ccccc1)C1(c2ccccc2)OC1c1ccccc1 (stereo not given)	i	-5	-7	0.8	6	1	18	-4	-6
C/C(=N\OCC(=O)OCC(=O)NC(=O)c1ccccc1)c1ccc2c(c1)OCO2	i	-3	-2	-0.9	-2	1	4	-1	4
O=C(NNS(=O)(=O)c1ccccc1)c1cc2cc3ccccc3nc2s1	i	2	-16	2.8	-9	1	-1	-3	-1
CCOc1ccccc1N(CC(=O)NCC1CCCO1)C(=O)CCC(=O)Nc1ccccn1 (stereo not given)	i	-1	1	1.3	-6	-1	-7	-11	3
Cc1cn(S(=O)(=O)c2cc(Br)ccc2Br)cn1	i	-6	3	0.4	-1	0	-5	-4	-3
COC(=O)c1ccc(COc2ccc(-c3nnn(CC(N)=O)n3)cc2)cc1	i	2	-6	0.5	10	1	-3	0	-2
